# Compound activity from PubChem.
# Pf growth 96h: inhibits malaria parasite growth, 96 h; P. falciparum luciferase reporter growth, 96 h; Potency, µM (doses to about 28.7 µM), for the others: at the top dose activity change, negative = inhibition, usual class: inhibitors; 6.9% of 320,000 active; AID 504834; also: potency is read from the fitted curve at half-maximal effect; % is scaled to controls: 0 for no effect and ±100 for the full control effect
#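 Plates of compound plus infected erythrocytes (2% hematocrit, 0.05% parasitemia final) incubate 96 hours, 37 C, 5% CO2. Detection reagent added; reduced luminescence from the parasites' luciferase reporter flags inhibition.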
# HCV inhibitor: inhibitors of hepatitis C virus infection; Huh7.5.1 HCVcc-Cre infection, luciferase reporter, 44 h; Potency, µM (highest dose often 41.8 µM), without a hit: at the highest dose activity change, negative = inhibition, usual class: inhibitors; 3.4% of 340,000 active; AID 651820; also: potency is read from the fitted curve at half-maximal effect; % is scaled to controls: 0 for no effect and ±100 for the full control effect
#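 HCVcc-Cre virus at an moi near 0.5 was added right after compound to cells cultured 4 h from seeding (1,000 cells/well). Luciferase activity was determined 44 h later, 15 min after substrate addition at RT.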
# CHX counter: counter-screen for Shiga toxin inhibitors: cycloheximide protein synthesis inhibition. cell reporter, cycloheximide protein synthesis inhibition counterscreen. max response, %. 12% of 300,000 active. AID 2314; in the data active = max response mostly above about 13%, no sharp cut-off; inactive = mostly below about 14%; also: read at 38.3 µM for the half of the compounds with a filed dose; 0% is about no effect
# Pf growth 48h: inhibits P. falciparum growth in the first generation, 48 h; P. falciparum luciferase growth in erythrocytes, 48 h; Potency, µM (highest dose often 28.7 µM), inactives show at the highest dose activity change, negative = inhibition, most hits filed as inhibitors; 5.9% of 310,000 active; also: potency is read from the fitted curve at half-maximal effect; % is scaled to controls: 0 for no effect and ±100 for the full control effect
#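 A one-generation exposure of luciferase-tagged malaria parasites in RPMI 1640/Albumax erythrocyte culture, 37 C and 5% CO2. Inhibition is inferred from decreased luminescence after adding detection reagent.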
# FBPA Giardia inh: inhibitors of Giardia lamblia fructose-1,6-bisphosphate aldolase | 0.71% of 290,000 active | A8B2U2 | purified Giardia FBPA | Potency, µM (top dose mostly 59.6 µM), without a hit: at the highest dose activity, negative = inhibition, hits mostly inhibitors; also: potency is read from the fitted curve at half-maximal effect; % is scaled to controls: 0 for no effect and ±100 for the full control effect; nearly all actives have a fitted effect of over 55% in size
# Target sequence (A8B2U2 whole entry, looked up): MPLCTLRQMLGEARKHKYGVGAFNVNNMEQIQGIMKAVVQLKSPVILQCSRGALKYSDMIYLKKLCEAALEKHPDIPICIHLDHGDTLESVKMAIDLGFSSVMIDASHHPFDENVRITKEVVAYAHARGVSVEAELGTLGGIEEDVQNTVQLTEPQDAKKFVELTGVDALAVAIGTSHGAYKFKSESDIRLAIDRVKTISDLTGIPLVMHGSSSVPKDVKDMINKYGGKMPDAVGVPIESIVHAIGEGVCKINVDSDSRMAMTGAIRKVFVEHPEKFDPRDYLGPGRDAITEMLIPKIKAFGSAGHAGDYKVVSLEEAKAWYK
#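 40 nM FBPA preincubated 10 min at RT with compound (up to 57.5 uM final), then substrate plus GAPDH/TPI/NAD/arsenate coupling and diaphorase/resazurin added. Fluorescence read after 20 min at RT, 525/598 nm.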
# Shiga toxin inh: Shiga toxin inhibition. Vero cells, Shiga toxin protein synthesis inhibition reporter. inhibition, % at 38.7 µM. 9.2% of 290,000 active. AID 2315; in the data active = inhibition mostly above about 28%, no sharp cut-off; inactive = mostly below about 43%; also: 0% is about no effect
# Starred values were filed as active, the others as inactive; ? = inconclusive; nt = no result given; & = joins results of further samples; [ ] = another dose, or the depositor's remark. Unless noted, calls follow the shape of the dose curve; as a rule, active = well fitted curve in the direction sought with a large enough effect; inconclusive = small, poorly fitted or top-dose-only effect, or another doubt; inactive = no such curve, though single readings can be large; an effect the other way counts as inactive or inconclusive.
SMILES	HCV inhibitor	Pf growth 96h	Shiga toxin inh	FBPA Giardia inh	Pf growth 48h	CHX counter
CC1CCN(CC2C(=O)O[C@@H]3C[C@@]4(C)CCC[C@H](C)C4=C[C@H]23)CC(C)(C)C1 (stereo partly specified)	-1%	?	-6	-14%	?	-4
COc1ccc(/C=N/NC(=O)C(O)(c2ccccc2)c2ccccc2)cc1OC	-19%	-8%	14	-18%	-1%	-2
N#Cc1cc2c(nc1SCC(=O)N1CCOCC1)CCCCC2	2%	nt	101*	3%	239%[activator]	42*
O=C(c1ccccn1)C1CCCN(Cc2cn[nH]c2-c2cc3ccccc3o2)C1 (stereo unspecified)	?	-30%	4	21%	?	11
CCOc1cc(/C=C2/C(=N)N3C(=NC2=O)SN=C3S(C)(=O)=O)ccc1OC(=O)c1ccco1	17%	-1%	-3	nt	?	-3
O=C(O)CN1C(=O)/C(=C2\C(=O)N(Cc3ccccc3Cl)c3ccccc32)SC1=S	20%	-1%	-1	-9%	3%	-6
CCn1cc(Br)c(C(=O)Nc2ccccc2C(=O)OC)n1	?	2%[5.75 µM]	-2	0%	-8%[5.75 µM]	0
Cc1cc(C)c2c(N)c(C(=O)Nc3ccc(C)c(C)c3)sc2n1	-30%	32%[activator]	124*	-10%	48%[activator]	33*
CC(C)(C)c1ccc(C(=O)N/C(=C\c2cccs2)C(=O)N2CCOCC2)cc1	15%	-2%	-12	6%	-1%	-5
COc1ccccc1C1CN=NC12CCCc1ccccc1C2=O (stereo unspecified)	-24%	17µM*	-6	1%	9.3µM*	-4
COc1ccc(S(=O)(=O)N2CCOCC2)cc1NC(=O)Cc1cccs1	2%	?	nt	nt	?	nt
CC(C)c1cccc(C2=CC(=O)C[C@H](c3ccc4c(c3)OCO4)C2)c1	?	8.3µM*	nt	nt	13µM*	nt
O=C(NCc1nnc(SCC(=O)N2CCc3ccccc32)o1)c1ccco1	21%	?	-20	1%	-1%	-7
CC(C)C(C(=O)O)N1CCS(=O)(=O)CC1 (stereo unspecified)	4%	45%[activator]	10	4%	11%	10
Cc1ccc(CNC(=O)C2=CCN(S(=O)(=O)c3ccc(C)cc3)CC2)cc1	2%[8.37 µM]	?	-14	4%	-19%	-3
Cc1ccc(N2CCN(C(=O)c3cc(-c4ccc(F)cc4)[nH]c3C)CC2C)cc1 (stereo unspecified)	11µM*	?	20	4%	?	-3
COC(=O)c1c(C)oc2ccc(N(C(=O)Oc3ccccc3)S(=O)(=O)c3ccc(Cl)c([N+](=O)[O-])c3)cc12	?	1%	10	-4%	?	0
CC1CN(C(=S)SCC(=O)c2ccc([N+](=O)[O-])cc2)CC(C)O1 (stereo unspecified)	?	48%[activator]	14	-2%	?	-3
O=C(NCc1ccccc1)C12CC3CC(CC(Br)(C3)C1)C2	7%	13%	1	-1%	25%	1
c1ccc2[nH]c(SCc3ccc(-c4nnco4)cc3)nc2c1	-12%	?	89*	-10%	105%[activator]	18*
CCN(CC)S(=O)(=O)c1ccc(C(=O)OCC(=O)NC2CCCC2)cc1	3%	28%	-5	10%	13%	-1
Cc1nc(N2CCN(c3ccccn3)CC2)c2c(C)c(C(=O)Nc3ccc(Cl)cc3)sc2n1	?	7%	13	nt	?	-2
Cc1ccc2c(c1)N(CC(=O)NCCCN1CCCCC1)C(=O)CO2	-4%	?	9	3%	5%	-2
CCOC(=O)CCc1c(C)c2ccc(OCC)c(C)c2oc1=O	6%	?	5	5%	nt	0
CCOC(=O)c1cc(-c2ccccc2)nn1Cc1cc(C)no1	4%	-36%	nt	nt	23%	nt
CCCNC(=O)c1c(N)n(CC2CCCO2)c2nc3ccccc3nc12 (stereo unspecified)	-8%	?	-11	?	-55%	12
CCOC(=O)NC(=O)CSc1ccc(S(=O)(=O)N(C)C2CCCCC2)cn1	10%	13µM*	nt	nt	6.6µM*	nt
COc1ccc2c(n1)Sc1nc3ccccc3nc1N2	-7%	157%[activator]	75*	-17%	181%[activator]	56*
Cc1ccc(C)c(NC(=S)NCc2ccc3[nH]c4c(c3c2)CCCC4)c1	?	13µM*	-7	1%	13µM*	-3
O=C(NCc1ccccn1)c1cccc([N+](=O)[O-])c1	8%	?	-2	7%	?	-2

# Reprinted at random: two records from the list
SMILES	HCV inhibitor	Pf growth 96h	Shiga toxin inh	FBPA Giardia inh	Pf growth 48h	CHX counter
c1ccc2[nH]c(SCc3ccc(-c4nnco4)cc3)nc2c1	-12%	?	89*	-10%	105%[activator]	18*
Cc1ccc(N2CCN(C(=O)c3cc(-c4ccc(F)cc4)[nH]c3C)CC2C)cc1 (stereo unspecified)	11µM*	?	20	4%	?	-3

# Next part
SMILES	HCV inhibitor	Pf growth 96h	Shiga toxin inh	FBPA Giardia inh	Pf growth 48h	CHX counter
Cc1nnc(SCC(=O)Nc2cccc(C(F)(F)F)c2)[nH]c1=O	4%	?	15	18%	20%	1
O=C(NCc1ccccc1)C1(CC2CC(c3ccccc3)=NO2)CCNCC1 (stereo unspecified)	?	?	nt	nt	12µM*	nt
COc1ccccc1-c1cc(C(F)(F)F)nc(N2CCOCC2)n1	-28%	1%	-11	-2%	?	-6
O=C(NC(=S)Nc1ccccc1)c1cc(-c2ccccc2)nc2ccccc12	?	10µM*	-3	2%	?	3
O=C1NS(=O)c2cc([N+](=O)[O-])cc([N+](=O)[O-])c21 (stereo unspecified)	7%	0%	-3	-21%	-12%	-1
O=C(c1cccc(S(=O)(=O)N2CCN(c3ccccc3)CC2)c1)N1CCN(c2ccccc2O)CC1	?	?	nt	nt	10µM*	nt
Cn1ncc(Br)c1NC(=O)Nc1ccccc1	-2%	30%	10	-3%	3%	5
CCCCN(C)C(=O)c1cn(C)c2ccc(S(=O)(=O)N(C)C)cc2c1=O	7%	33%[activator]	-6	-2%	5%	5
CCC(Cc1ccccc1)NC(=O)c1cc(S(=O)(=O)N2CCCCC2)c[nH]1 (stereo unspecified)	-7%	2.9µM*	-8	2%	-19%	2
CSCC[C@H](NC(=O)[C@@H]1Cc2ccccc2CN1)C(=O)NC1CCCC1	6%	5%	-9	nt	11%	13
Cc1ccccc1N1CCN(C2CCCN(C(=O)c3cc(CC(C)C)nn3C)C2)CC1 (stereo unspecified)	?	?	-13	nt	?	-2
Cc1ccc(NC(=O)C2C3C=CC4(O3)C2C(=O)N(CCCN2CCCC2)C4C(=O)NC2CCCCC2)cc1Cl (stereo unspecified)	-4%	-14%	2	-2%	?	-9
COc1ccc(Oc2cc(C)nc(Cl)n2)nn1	11%	?	-5	12%	-9%	2
COc1ccc(O)c(CNc2ccccc2F)c1	3%	11%	10	-14%	15%	21
O=C(c1cc(Cl)nc2ccccc12)N1CCN(Cc2ccc3c(c2)OCO3)CC1	6%	-28%	nt	nt	?	nt
O=C(Nc1ccccc1)C1=C[C@H](c2coc3ccccc3c2=O)C[C@H](OCCCCO)O1	10%	?	-11	-2%	-24%	-3
O=C(NCCc1c[nH]c2ccccc12)/C(=C/c1ccco1)NC(=O)c1ccco1	10%	0.29µM*	-6	2%	-1%	-1
NC1=NC(=O)CC(C(=O)NCc2ccccc2)S1 (stereo unspecified)	17%	-1%	-17	7%	1%	6
Cc1cc(C)cc(NC(=O)N2CCCCCCC2)c1	3%	-13%	-6	1%	18%	-5
C/C(CC(=O)Nc1ccc(Cl)c(C(F)(F)F)c1)=N\NC(N)=S	6.3µM*	35%[activator]	73	-14%	45%[activator]	20*

# Copied from the list.
# C/C(CC(=O)Nc1ccc(Cl)c(C(F)(F)F)c1)=N\NC(N)=S in Pf growth 48h: 45%[activator]
# Cc1ccc(NC(=O)C2C3C=CC4(O3)C2C(=O)N(CCCN2CCCC2)C4C(=O)NC2CCCCC2)cc1Cl (stereo unspecified) in CHX counter: -9
# Cc1cc(C)cc(NC(=O)N2CCCCCCC2)c1 in Pf growth 48h: 18%

# Other compounds:
SMILES	HCV inhibitor	Pf growth 96h	Shiga toxin inh	FBPA Giardia inh	Pf growth 48h	CHX counter
CCC(=O)Nc1ccc(NC(=O)c2cc3ccccc3o2)c(OC)c1	?	12%	34*	3%	79%[activator]	27*
Cc1cn(C(=O)C(C)N2C(=O)c3ccccc3C2=O)c(C)n1 (stereo unspecified)	10%	37%[activator]	24	6%	nt	8
CCCCn1c(N)c(N(CCOC)C(=O)c2ccc(S(=O)(=O)N3CCC(C)CC3)cc2)c(=O)[nH]c1=O	0%	1%	nt	nt	?	nt
Cc1cccc(-c2noc(Cc3ccc(Cl)cc3)n2)c1	5%	?	96	5%	63%[activator]	40*
O=C(CNC1=NCCC1)c1ccc2c(c1)OCCO2	?	?	-6	-17%	6.6µM*	-2
CCOC(=O)c1c(C)[nH]c(C)c1S(=O)(=O)NCc1ccc(OCC)cc1	-3%	?	0	0%	9%	16
CC1CCCCC1NC(=O)NC(=O)COC(=O)C1=NN(c2ccccc2)C(=O)CC1 (stereo unspecified)	-10%	?	nt	nt	3%	nt
CC(=O)c1cccc(NC(=O)CCNC(=O)c2ccccc2Cl)c1	-7%	1%	12	8%	6%	6
O=[N+]([O-])c1cn(-c2nc(-c3ccco3)cc(C(F)(F)F)n2)cn1	?	nt	4	3%	14%	-4
Cc1ccc(OCCSc2ncnc3sc(C)c(C)c23)cc1C	6%	0%	-3	0%	0%	-4
COc1ccc(CNc2nc(S(=O)(=O)c3ccccc3)c(Cl)s2)cc1OC	?	?	-9	-5%	-13%	-2
CC(=O)Oc1ccc(N2C(=O)C3C4C=CC(C5CC45)C3C2=O)cc1[N+](=O)[O-] (stereo unspecified)	7%	20%	-10	-4%	-5%	-2
CSc1ccc(S(=O)(=O)Nc2ccccc2C(=O)N2CCOCC2)cc1	nt	23%	-31	nt	15%	1
Cc1ccc(NC(=O)CCC(=O)NNC(=O)COc2cccc3ccccc23)c(C)c1	6%	9%	-14	-3%	35%[activator]	17
Cc1cccc(OC(=O)c2cccnc2)c1C	16%	?	nt	22%	1%	-2
CCOc1ccc(S(=O)(=O)NCCC(=O)NCC(c2ccc(OC)cc2)N2CCCCC2)cc1 (stereo unspecified)	6%	?	nt	nt	?	nt
CC(=O)Nc1ccc(S(=O)(=O)NNC(=O)COc2cc(C)ccc2C(C)C)cc1	5%	-9%	4	-1%	?	-1
COc1c(N2CCN(C(=S)Nc3ccccc3)C(C)C2)c(F)cc2c(=O)c(C(=O)O)cn(C3CC3)c12 (stereo unspecified)	nt	-17%	30	nt	?	3
CN(Cc1ccccc1)C(=O)CN1CCN(C(c2ccccc2)c2ccccc2)CC1	?	10µM*	-13	4%	-33%[5.75 µM]	-2
COc1cc(NC(=O)c2cccc3c2C(=O)N(Cc2cccnc2)C3)cc(OC)c1OC	-1%&-2%	47%[activator]	-10	-1%	-15%	-5
O=C(c1ccco1)N1CCN(C(=O)c2ccccc2OC(=O)C23CC4CC(CC(C4)C2)C3)CC1	18%	?	-13	-2%	?	-10
O=C(Nc1cccc(S(=O)(=O)N2CCCCC2)c1)c1ccc2c(=O)n3c(nc2c1)CCCCC3	6.3µM*	13µM*	-13	-17%	?	6
COc1cccc(NC(=O)Nc2ccc(CC(=O)O)cc2)c1	14%	2.3µM*	24	11%	21%	-1
Cc1cc(C)cc(NC(=O)CS(=O)(=O)c2cccc3nsnc23)c1	?	1%	-8	3%	9%	-2
CCCCCCCc1ccc(C2NC(=S)NC3=C2C(=O)c2ccccc23)cc1 (stereo unspecified)	-7%	?	-6	0%	-15%	-6
COc1ccc(NC(=O)C(C)NS(=O)(=O)c2ccc(NC(C)=O)cc2)cc1Cl (stereo unspecified)	-14%	-19%	-9	4%	-28%	-3
Cc1nc(-c2ccccn2)nc(N2CCOCC2)c1Cl	-3%	2.3µM*	-6	-8%	?	7
CN(C)S(=O)(=O)c1ccc(C(=O)OCn2nnc3ccccc3c2=O)cc1	4%	11%	-2	0%	-1%	-1
